N370S GC: qHTS Assay for Inhibitors and Activators of N370S glucocerebrosidase as a Potential Chaperone Treatment of Gaucher Disease; N370S GC spleen homogenate, 4MU-glucoside fluorescence; 330,000 compounds, 0.092% hits; Lysosomal acid glucosylceramidase (Homo sapiens), P04062; Potency, µM (titrated, usually from 59.4 µM), for the others: at the top dose activity change, negative = inhibition, actives largely listed as inhibitors;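 also: 0% = full enzyme activity and -100% = no enzyme basal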
FEN1 inh: qHTS Assay for the Inhibitors of Human Flap endonuclease 1 (FEN1); P39748; Recombinant FEN1 flap cleavage, fluorescence, 15 min; Potency, µM (doses to about 114 µM), without a hit: at the highest dose activity change, negative = inhibition, usual class: inhibitors; 390,000 compounds, 0.35% hits; also: nearly all actives have a fitted effect of over 65% in size
Target sequence (P39748 whole entry, looked up): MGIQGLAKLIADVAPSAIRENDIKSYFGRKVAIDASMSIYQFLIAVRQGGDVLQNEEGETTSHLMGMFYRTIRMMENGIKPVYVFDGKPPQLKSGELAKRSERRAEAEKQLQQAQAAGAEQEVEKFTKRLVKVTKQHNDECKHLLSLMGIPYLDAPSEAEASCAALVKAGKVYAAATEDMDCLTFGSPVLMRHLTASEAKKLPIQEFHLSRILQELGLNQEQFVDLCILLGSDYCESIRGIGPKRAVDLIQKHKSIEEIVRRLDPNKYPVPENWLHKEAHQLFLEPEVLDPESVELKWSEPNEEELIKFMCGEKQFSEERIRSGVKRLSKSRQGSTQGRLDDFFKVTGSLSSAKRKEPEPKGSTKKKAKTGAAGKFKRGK
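FEN1 at 10 nM preincubated with compounds 15 min at room temperature, then flap DNA substrate added at 50 nM final. Signal read at 0 and 15 min; concentration-response fitted with four-parameter Hill equation.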
TDP1 inh: qHTS Assay for Inhibitors of Tyrosyl-DNA Phosphodiesterase (TDP1); recombinant TDP1, AlphaScreen DNA substrate cleavage; Potency, µM (top dose mostly 130 µM), inactives show top-dose activity change, negative = inhibition, hits mostly inhibitors; 350,000 compounds, 0.28% hits; also: nearly all actives have a fitted effect of over 40% in size
Target sequence (Q9NUW8 whole entry, looked up): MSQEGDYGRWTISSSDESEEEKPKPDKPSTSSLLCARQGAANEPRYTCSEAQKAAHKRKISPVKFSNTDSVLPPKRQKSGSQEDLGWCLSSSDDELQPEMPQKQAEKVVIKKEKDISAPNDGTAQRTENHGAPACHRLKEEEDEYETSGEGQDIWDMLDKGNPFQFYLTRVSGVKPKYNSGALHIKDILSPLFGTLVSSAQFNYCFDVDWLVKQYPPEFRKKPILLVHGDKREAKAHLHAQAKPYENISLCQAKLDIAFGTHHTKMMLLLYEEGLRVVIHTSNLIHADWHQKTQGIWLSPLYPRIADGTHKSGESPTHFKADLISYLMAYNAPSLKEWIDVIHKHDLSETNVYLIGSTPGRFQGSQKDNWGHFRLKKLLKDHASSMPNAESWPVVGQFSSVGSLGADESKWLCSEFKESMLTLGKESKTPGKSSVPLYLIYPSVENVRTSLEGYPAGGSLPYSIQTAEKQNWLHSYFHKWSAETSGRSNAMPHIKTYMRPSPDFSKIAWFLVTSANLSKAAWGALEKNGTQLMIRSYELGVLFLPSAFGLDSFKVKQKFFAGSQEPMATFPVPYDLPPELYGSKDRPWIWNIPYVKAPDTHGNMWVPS
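Steps: enzyme plus compound, 15 min RT; add biotin/phosphotyrosine-FITC oligonucleotide (15 nM final), react 5 min; add donor/acceptor beads (10 ug/ml final), 10 min; read AlphaScreen. Tdp1 at 1 nM final.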
Starred values were filed as active, the others as inactive; u = inconclusive; x = not tested or not shown; & = joins results of further samples; [ ] = dose if it differs, or a comment. Calls follow the shape of the dose curve; as a rule, active = well fitted curve in the direction sought with a large enough effect; inconclusive = small, poorly fitted or top-dose-only effect, or another doubt; inactive = no such curve, though single readings can be large; an effect the other way counts as inactive or inconclusive. Unless noted, % is scaled to controls: 0 for no effect and ±100 for the full control effect; potency is read from the fitted curve at half-maximal effect.

SMILES	N370S GC	FEN1 inh	TDP1 inh
N#Cc1c(NC(=O)C2CC(Cl)=CCC2C(=O)O)sc2c1CCCCC2 (configuration not stated)	12.6%	15.5%	-5.9%
CCOc1ccc(S(=O)(=O)NCc2cccnc2)cc1C	-6.3%	12.2%	-7.6%
Cn1c(SCC(=O)Nc2ccc(Br)cn2)nnc1C1CC1	-8.9%	10.8%	6.2%
Cc1ccc(NC(=O)CCNS(=O)(=O)c2ccccc2F)cc1S(=O)(=O)N1CCOCC1	-7.5%	-2.5%	-0.9%
CC(C)Oc1ccc(S(=O)(=O)N2CCOCC2)cc1NC(=O)Cc1c(F)cccc1Cl	-7.2%	0.4%	-13.9%
O=C(CSc1n[nH]c(-c2ccccn2)n1)Nc1ccc(F)cc1	1.2%	5.0%	3.7%
CCc1ccc(NC(=O)CSc2nc(-c3cccc(OC)c3)nc3c2Cc2c(CO)cnc(C)c2O3)cc1	x	6.6%	5.1%
CSC1=NCCN1C(=O)C12CC3CC(CC(C3)C1)C2	-3.0%	-0.1%	-1.2%
CC1CCN(S(=O)(=O)c2ccc(NC(=O)C3CSC4(C)CCC(=O)N34)cc2)CC1 (configuration not stated)	-9.1%	0.7%	x
O=C(COC(=O)C1CCN(c2ccc(C(F)(F)F)cn2)CC1)c1ccccc1Cl	10.4%	-18.8%	-5.7%
COc1cc2[nH]c(C(=O)N3CC(C)OC(C)C3)cc2c(OC)c1OC (configuration not stated)	-1.9%	-12.2%	x
CC(O)Cc1cn(CC(=O)N2CCNCC2)nn1 (configuration not stated)	1.5%	-2.0%	1.2%
CCc1ccccc1Oc1coc2cc(O)ccc2c1=O	8.2%	11.5%	x
COc1ccc(C)cc1S(=O)(=O)N1CCCCCC1	17.5%	-15.5%	-1.9%
COCc1ccc(C(=O)NC2CCSc3ccccc32)cc1 (configuration not stated)	3.4%	-0.2%	x

An excerpt of these results, as labelled records:
SMILES: CC1CCN(S(=O)(=O)c2ccc(NC(=O)C3CSC4(C)CCC(=O)N34)cc2)CC1 (configuration not stated)
  N370S GC: -9.1% | FEN1 inh: 0.7% | TDP1 inh: x

SMILES: CSC1=NCCN1C(=O)C12CC3CC(CC(C3)C1)C2
  N370S GC: -3.0% | FEN1 inh: -0.1% | TDP1 inh: -1.2%

Next part:
SMILES	N370S GC	FEN1 inh	TDP1 inh
Cc1ccc(CCNC(=O)c2ccc(CSc3nc4ccncc4n3Cc3ccc(F)cc3)cc2)cc1	x	-2.1%	7.8%
O=C(c1ccc(NC(=S)NCc2ccc(Cl)cc2)cc1)N1CCCCC1	-6.2%	19.1%	5.5%
Cc1ccc(S(=O)(=O)N2CCN(C(=O)CCC(=O)NCCc3ccc(F)cc3)CC2)cc1	-4.1%	-2.5%	-2.5%
COc1ccc(NS(=O)(=O)c2ccc3nc(COc4ccc5ccccc5c4)[nH]c3c2)cc1	7.4%	8.0%	8.2%
CC(=O)Nc1ccc(NC(=O)CNC(=O)c2cccc(C)c2)cc1	2.8%	-1.1%	-8.3%
CCCOc1ccc(C(=O)C(CCC(CNCC)C(=O)c2ccc(OCCC)cc2)CNCC)cc1 (configuration not stated)	u	9.3%	5.5%
CCCCN(CC)CCCNC(=O)c1cn(CC)c2ccc(S(=O)(=O)N3CCc4ccccc4C3)cc2c1=O	-28.5%	-3.3%&-2.5%	-5.0%&2.3%
CC(C)(C)c1ccc(C(=O)C2CCCN(C(=O)c3ccccn3)C2)cc1 (configuration not stated)	-4.5%	-0.2%	x
COc1ccc(C2(CNC(=O)CCC(=O)O)CCCC2)cc1	-3.1%	2.9%	-5.2%
CCOP1(=O)OCC2OC(n3cnc4c(N)ncnc43)C(O)C2O1 (configuration not stated)	-3.2%	-0.5%	0.0%
N/C(Cc1nc2ccccc2s1)=N\O	3.7%	29.5%	6.8%
COc1ccc(NC(=O)CCS(=O)(=O)c2ccc3c(c2)CCCN3C(C)=O)cc1	7.7%	-13.2%	5.9%
O=C1CC(N2CCOCC2)C(=O)N1CCN1C(=O)CC(N2CCOCC2)C1=O (configuration not stated)	-5.7%	0.0%	6.3%
CN(C)S(=O)(=O)c1cccc(NC(=O)COC(=O)C2(c3ccccc3F)CCCC2)c1	5.6%	6.5%	-0.6%
COC(=O)c1cc(S(=O)(=O)N2CCN(c3ccc(C(C)=O)cc3)CC2)cn1C	-12.1%	-17.8%	0.9%

Some of these compounds in order of molar mass, descending.
SMILES	N370S GC	FEN1 inh	TDP1 inh
CCc1ccc(NC(=O)CSc2nc(-c3cccc(OC)c3)nc3c2Cc2c(CO)cnc(C)c2O3)cc1	x	6.6%	5.1%
O=C(COC(=O)C1CCN(c2ccc(C(F)(F)F)cn2)CC1)c1ccccc1Cl	10.4%	-18.8%	-5.7%
N#Cc1c(NC(=O)C2CC(Cl)=CCC2C(=O)O)sc2c1CCCCC2 (configuration not stated)	12.6%	15.5%	-5.9%
O=C(CSc1n[nH]c(-c2ccccn2)n1)Nc1ccc(F)cc1	1.2%	5.0%	3.7%
CC(=O)Nc1ccc(NC(=O)CNC(=O)c2cccc(C)c2)cc1	2.8%	-1.1%	-8.3%

The listing continues.
SMILES	N370S GC	FEN1 inh	TDP1 inh
O=C(NCC1CCCO1)c1onc(CSc2ccc(F)c(F)c2)c1C(=O)O (configuration not stated)	16.6%	-7.0%	4.1%
Cc1ccsc1/C=N/NC(=O)Cc1cccn1C	-17.7%	-11.4%	7.9%
COc1ccc(C(=O)Cn2nnc(-c3ccccc3NC(=O)c3ccco3)n2)cc1	9.7%	-14.2%	0.0%
Cc1cc(=O)oc2cc(O[C@@H]3O[C@H](CO)[C@H](O)[C@H](O)[C@H]3O)ccc12	u	1.4%	x
O=C(NCc1cccnc1)c1ccc(COc2ccc(Cl)cc2)cc1	10.4%	-5.8%	5.5%
CCOc1ccc(NC(=O)CN(C)C(=O)c2cc(S(=O)(=O)N3CCCCC3)ccc2C)cc1OCC	-5.2%	-2.7%	x
Cc1ccc2c(c1)N(C(=O)CCC(=O)Nc1ccccc1Br)CC(C)O2 (configuration not stated)	0.3%	-7.0%	x
O=C(CN(CC1CCCO1)C(=O)c1nsc(Cl)c1Cl)NC1CCCC1 (configuration not stated)	-4.9%	-13.8%	0.0%
CCCCn1c(N)c(N(CC(C)C)C(=O)c2ccc(-c3ccc(C(C)=O)cc3)o2)c(=O)[nH]c1=O	-4.8%	-3.0%	x
CCOc1cc(NC(=S)NCCCN2CCOCC2)c(OCC)cc1NC(=O)c1cccc(F)c1	8.9%	6.4%	3.5%
Cc1cc(C)c(C#N)c(SCSCc2ccccc2)n1	17.3%	-19.0%	0.5%
COc1ccc(S(=O)(=O)Nc2cc(C(=O)NCCCN3CCOCC3)ccc2N2CCOCC2)cc1	-9.5%	17.8%	0.0%
O=C(Cn1c(CCCO)nc2ccccc21)Nc1ccccc1-c1ccccc1	-14.5%	-14.4%	-3.7%
O=C(Nc1nc2cc3c(cc2s1)OCO3)C1=COCCO1	1.1%	2.0%	-6.6%
Cc1ccc(S(=O)(=O)/N=C2\CN(C)C(=O)N2C)cc1	-3.3%	8.3%	0.0%
CN1CCN(CC(=O)c2cc(C(C)(C)C)c(O)c(C(C)(C)C)c2)CC1	-15.3%	5.0%	x
CCN(C(=O)COC(=O)/C(C#N)=C/c1ccc(N(C)C)cc1)C1CCS(=O)(=O)C1 (configuration not stated)	x	0.1%	0.3%
Cc1cc(-c2sccc2C)nc(-n2cccc2)n1	2.7%	15.4%	0.0%
COc1ccc(CCNS(=O)(=O)c2csc(C(N)=O)c2)cc1OC	5.6%	-0.1%	0.4%
C=CCn1c(SCc2ccc(F)cc2)nc2c1c(=O)[nH]c(=O)n2C	13.7%	17.2%	1.0%
CCN(CC)CCNC(=O)c1ccc(NC(=O)CC(NC(=O)c2ccccc2Cl)c2ccccc2)cc1 (configuration not stated)	-0.6%	2.4%	-11.7%
O=C(Nc1ccc(N2CCCCC2)cc1)c1cccnc1	0.1%	-11.0%	-1.1%
COc1cc(/C=C(\C#N)c2nc3ccc(C)cc3[nH]2)cc([N+](=O)[O-])c1O	-5.3%	50.1µM*	9.4%
CCc1ccccc1NC(=O)C1CCN(c2cnccn2)CC1	-3.2%	-0.1%&-7.4%	11.7%&-3.6%
CSc1ccc(/C=C/C(=O)OCC(=O)NC2CC2)cc1	x	-3.0%	0.1%
CC(CNC(=O)CCS(=O)(=O)c1cc2c(cc1Cl)NC(=O)CO2)c1ccccc1 (configuration not stated)	-4.8%	0.5%&-1.4%	-2.5%
CCOc1ccccc1C1CC(=O)Oc2c1c(=O)n(C)c1ccccc21 (configuration not stated)	x	2.0%	1.9%
Cc1cc(C(=O)NC2CCCCC2)on1	-0.5%	-5.4%	-2.6%
Cn1c2ccc(F)cc2c2ncn(Cc3ccco3)c(=O)c21	6.9%	7.6%	-1.1%
Cc1cccc(Nc2nnc(SC(C)C(=O)NC3CC3)s2)c1 (configuration not stated)	x	-12.1%	0.8%

Shown in CSV form: entries from further up
Structure,N370S GC,FEN1 inh,TDP1 inh
CCCOc1ccc(C(=O)C(CCC(CNCC)C(=O)c2ccc(OCCC)cc2)CNCC)cc1 (configuration not stated),u,9.3%,5.5%
Cn1c(SCC(=O)Nc2ccc(Br)cn2)nnc1C1CC1,-8.9%,10.8%,6.2%
CCCCn1c(N)c(N(CC(C)C)C(=O)c2ccc(-c3ccc(C(C)=O)cc3)o2)c(=O)[nH]c1=O,-4.8%,-3.0%,x
CC(=O)Nc1ccc(NC(=O)CNC(=O)c2cccc(C)c2)cc1,2.8%,-1.1%,-8.3%
Cc1cc(-c2sccc2C)nc(-n2cccc2)n1,2.7%,15.4%,0.0%

(further entries)
SMILES	N370S GC	FEN1 inh	TDP1 inh
O=C(NCCCCCCNC(=O)c1ccncc1)c1ccncc1	0.6%	4.5%	x
Cc1cccc(CN2CCN(CC(C)C)C(CCO)C2)n1 (configuration not stated)	20.4%	5.4%	2.5%
COc1ccc(/C(O)=C2\C(=O)C(=O)N(CCN(C)C)C2c2cccc(OC)c2OC)cc1Cl (configuration not stated)	-18.6%	8.1%	4.2%
Cc1cc2c(cc1S(=O)(=O)C(C)CC(=O)NC1CCC(C)CC1)OCC(=O)N2 (configuration not stated)	x	-2.1%	1.2%
Cc1sc2ncnc(OCC(=O)NC(C)C(C)C)c2c1C (configuration not stated)	-15.1%	-6.0%	3.8%
Cc1ccc(CS(=O)Cc2ccc(C(=O)NCc3ccccc3Br)o2)cc1 (configuration not stated)	-1.6%	-5.9%	1.1%
CCCCCCN1CC(=O)N2[C@@H](Cc3c([nH]c4ccccc34)C2(C)C)C1=O	2.6%	14.3%	x
O=C(NC(=S)Nc1ccc2[nH]c(=O)[nH]c2c1)c1cccc(F)c1	-0.8%	5.6%	2.1%
C=CCn1c(COc2ccccc2F)nnc1SCC(=O)N1CC(=O)Nc2ccccc21	-4.6%	-1.4%	4.5%
CCN1CCN(c2nc3c(c(=O)n(C)c(=O)n3C)n2CCSc2ncccn2)CC1	-0.6%	-1.2%	1.1%
CCCc1cc(-n2ccnc2)n2c(nc3ccccc32)c1C#N	-16.6%	10.5%	3.1%
CCCCCN(C(=O)CCC(=O)OCC(=O)Nc1ccc(C)cc1F)c1c(N)n(CCCC)c(=O)[nH]c1=O	-7.5%	0.3%	1.7%
CC(=O)Nc1ccc(-c2nnc3n(Cc4ccc(C)cc4)c(=O)c4ccccc4n23)cc1	x	-0.2%	8.6%
COc1ccc(N(C(=O)CSCC(=O)Nc2cc(C)on2)C(C(=O)NC2CCCCC2)c2ccc(O)c(O)c2)cc1 (configuration not stated)	-5.7%	-7.8%	-5.8%
CCOC(=O)C1=CN(Cc2ccco2)S(=O)(=O)N(C)C1c1ccccc1 (configuration not stated)	x	-10.6%	1.4%[56.1 µM]
CC(C)CC(C(=O)NC(C)(C)C)N(CC1CCCO1)C(=O)c1snc(C(N)=O)c1N (configuration not stated)	-2.3%	-1.4%	-1.2%

Quoted from the listing.
In TDP1 inh, `Cc1ccc(S(=O)(=O)N2CCN(C(=O)CCC(=O)NCCc3ccc(F)cc3)CC2)cc1` has the entry -2.5%
In FEN1 inh, `COc1cc2[nH]c(C(=O)N3CC(C)OC(C)C3)cc2c(OC)c1OC` (configuration not stated) has the entry -12.2%
In FEN1 inh, `CCCc1cc(-n2ccnc2)n2c(nc3ccccc32)c1C#N` has the entry 10.5%

Assay outcomes from PubChem BioAssay.
